High-throughput results: PubChem, several laboratories
OX1R antag – human HCRTR1 antagonism. CHO/OX1R cells, Fluo-8 calcium fluorescence, orexin A. inhibition, % at 5 µM. hit rate 0.43% among 330,000. AID 434989;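 active means inhibition above its plate's threshold, mean inhibition of all tested compounds on the plate plus 3 SD, cut at about 37% in these data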;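 further: 0% = orexin A challenge wells and 100% = SB-334867-A antagonist wells; not every result past the cut was called active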
Target sequence (O43613 whole entry, looked up): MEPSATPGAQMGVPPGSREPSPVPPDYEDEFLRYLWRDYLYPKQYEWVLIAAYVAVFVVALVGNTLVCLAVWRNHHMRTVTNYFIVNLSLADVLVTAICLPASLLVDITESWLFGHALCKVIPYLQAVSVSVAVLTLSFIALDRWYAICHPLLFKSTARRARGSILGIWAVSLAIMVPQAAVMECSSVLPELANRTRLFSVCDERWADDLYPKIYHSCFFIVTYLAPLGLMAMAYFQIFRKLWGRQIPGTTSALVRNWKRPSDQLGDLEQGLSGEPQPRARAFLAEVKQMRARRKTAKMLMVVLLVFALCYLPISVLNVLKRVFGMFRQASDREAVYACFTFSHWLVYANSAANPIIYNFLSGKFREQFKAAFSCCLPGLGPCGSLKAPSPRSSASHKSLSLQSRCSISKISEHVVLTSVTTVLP
CHT allo act – allosteric activators of human choline transporter CHT | B-score at 10 µM | CHT-expressing cells, membrane potential dye, choline EC20; active compounds read high; LV-AA mutant CHT in HEK293 cells | Q9GZV3 | hit rate 0.49% among 310,000;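 active means initial fluorescence not abnormally high and integrated response B-score, plate-corrected, over 3 SD above library mean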
Target sequence (Q9GZV3 whole entry, looked up): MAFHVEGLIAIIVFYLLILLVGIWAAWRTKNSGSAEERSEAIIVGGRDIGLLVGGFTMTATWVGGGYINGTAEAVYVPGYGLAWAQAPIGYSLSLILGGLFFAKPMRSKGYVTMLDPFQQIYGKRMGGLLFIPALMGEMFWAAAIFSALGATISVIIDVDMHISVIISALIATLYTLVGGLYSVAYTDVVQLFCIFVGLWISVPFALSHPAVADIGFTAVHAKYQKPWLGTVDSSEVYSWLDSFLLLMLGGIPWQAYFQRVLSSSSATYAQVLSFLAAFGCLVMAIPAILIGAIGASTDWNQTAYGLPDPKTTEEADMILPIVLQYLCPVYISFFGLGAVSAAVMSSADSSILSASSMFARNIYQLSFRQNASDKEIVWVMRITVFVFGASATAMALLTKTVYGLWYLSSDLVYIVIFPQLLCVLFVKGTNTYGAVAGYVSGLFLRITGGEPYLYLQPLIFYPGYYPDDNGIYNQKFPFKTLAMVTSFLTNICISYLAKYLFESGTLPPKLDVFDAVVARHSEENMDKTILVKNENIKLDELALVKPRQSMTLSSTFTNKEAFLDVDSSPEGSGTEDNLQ
* marks the source's active call; other numbers are inactive results; i = inactive; . = no result given.

Order of results: OX1R antag | CHT allo act
1. COc1ccc(Cl)cc1Nc1nnc(-c2ccncc2)s1
→ -21 | i
2. CC(=O)Nc1ccc(OCC(O)CN2CCN(c3cc(Cl)ccc3C)CC2)cc1 (stereo not given)
→ -13 | i
3. Cc1cc(NC(=O)CSc2cc(C)c3ccccc3n2)no1
→ -28 | .
4. Cc1cc(C)c(C#N)c(SCc2nnc(-c3ccccc3)o2)n1
→ 23 | i
5. O=S(=O)(NNc1ccc(Cl)nn1)c1ccc(F)cc1
→ -14 | i
6. O=C(CN1C(=O)CSc2ccccc21)N/N=C/c1ccco1
→ 6 | i
7. COC(=O)c1sc2ccccc2c1N
→ -7 | i
8. N#C/C(=C\c1ccc(N2CCOCC2)o1)c1ccccc1
→ -3 | i
9. CCOC(=O)c1c(C)nc2sc3c(c2c1-c1ccc(OC)cc1)NC(c1ccc(OC)cc1)NC3=O (stereo not given)
→ -31 | i
10. Cc1ccc(/C(N)=N/OC(=O)c2ccco2)cc1
→ -11 | i
11. COC(=O)CC(NC(=O)c1cccs1)c1ccc(OC)c(OC)c1 (stereo not given)
→ -10 | i
12. O=C(c1cccc2nc3ccccc3nc12)N1CCOCC1
→ -9 | i
13. N#Cc1ccc(C23CC4(C2)[C@H](CN(Cc2cccnc2)[C@@H]4c2ccccc2)C3c2ccccc2)cc1 (stereo not given in full)
→ -60 | i
14. Nc1nc(COc2ccc3ccccc3c2)cs1
→ -3 | i
15. Cc1ccccc1N=Cc1cc2c(cc1O)OC(N)=C(C#N)C2c1ccccc1 (stereo not given)
→ -7 | i
16. Cc1ccc(NC(=O)CNc2cccc(S(=O)(=O)N3CCCC3)c2)cc1F
→ -10 | i
17. CCCc1cc(C(=O)NC2CCCCC2)no1
→ -3 | i
18. CCc1c(O)nc(SCc2ccccc2)n(C(C)CC)c1=O (stereo not given)
→ -16 | i
19. O=C(COc1ccc(Cl)cc1)Nc1ccc(NC(=O)c2ccco2)cc1
→ -4 | i
20. C=C(Cl)COC(=O)[C@H]1C2C=CC(C2)C1C(=O)O (stereo not given in full)
→ -14 | i
21. Cc1csc(NC(=O)CN(C)S(=O)(=O)c2cccc3cccnc23)n1
→ -1 | i
22. O=C(O)c1cccnc1Sc1ccccc1
→ -2 | i
23. O=C(CCN1C(=O)c2ccc([N+](=O)[O-])cc2C1=O)Nc1nccs1
→ -14 | i
24. CC(=O)c1c(C)[nH]c(C(=O)Nc2cc(F)ccc2C)c1C
→ -21 | i
25. Cc1ccc(OS(=O)(=O)c2ccc(N3C(=O)CCC3=O)cc2)cc1
→ -17 | i
26. CN=C(C[N+](=O)[O-])NCCSCc1ccc(CN(C)C)o1
→ -6 | .
27. COc1ccc(Cl)cc1NC(=O)CN1CCCC1
→ -1 | i
28. O=C(c1ccc(Cl)c(S(=O)(=O)N2CCCC2)c1)N1CCN(c2ccccc2F)CC1
→ -41 | i
29. O=C(NCC1CCCO1)c1cc(C(=O)c2ccc(Cl)cc2Cl)c[nH]1 (stereo not given)
→ -1 | i
30. NC(=O)c1ccc(C(F)(F)F)n(Cc2cccc(Cl)c2)c1=O
→ -20 | i
31. COc1ccc(C(=O)c2c(C)oc3cc([N+](=O)[O-])c(O)c([N+](=O)[O-])c23)cc1
→ -4 | i
32. CC(=O)Nc1ccc(S(=O)(=O)N(Cc2cccnc2)Cc2cc3ccccc3[nH]c2=O)cc1
→ -1 | i
33. Cc1cccc(C(=O)N/N=C/c2ccc[nH]2)c1
→ -8 | i
34. C[C@@H]([C@@H](O)c1ccccc1)N(C)C(=O)C(N)Cc1ccccc1 (stereo not given in full)
→ -6 | i
35. Cc1ccc(-c2noc(CN(C(=O)c3cccc(Br)c3)C(C)C)n2)cc1
→ -25 | i
36. N#CC1(C#N)C(C(=O)C23CC4CC(CC(C4)C2)C3)C12CCOCC2 (stereo not given)
→ 5 | i
37. CCOC(=O)c1cnn(-c2sc(C(=O)OCC)c(C)c2C(=O)OCC)c1N
→ -26 | 6.6*
38. CCOC(=O)C1CCCN(C(=O)c2ccc3nc(-c4ccccc4)c(-c4ccccc4)nc3c2)C1 (stereo not given)
→ -36 | i
39. CC(=O)c1cc(OC(=O)N2CCOCC2)ccc1OC(=O)N1CCOCC1
→ -18 | i
40. Cc1ccc(NC(=O)NCc2ccc3c(c2)OCO3)cc1C
→ -7 | i
41. CCN(CC)S(=O)(=O)c1ccc2c(c1)c(=O)c(C(=O)NCc1cccs1)cn2C
→ -31 | i
42. C#CCOCCOCCOCCNc1nc(N2CCN(C(=O)[C@H](CCCCN)n3cc(C(N)CO)nn3)CC2)nc(N2CCN(C(=O)[C@H](CCCCN)n3cc(C(N)COC(=O)C(F)(F)F)nn3)CC2)n1 (stereo not given in full)
→ 2 | 7.1*
43. CC(=O)Cc1cc(=O)c2c(C)cc(O)c(C3OC(CO)C(O)C(O)C3O)c2o1 (stereo not given)
→ -10 | i
44. O=c1c2cc(-c3ccccc3)sc2nc2n1N=C(c1ccccc1)CS2
→ -14 | i
45. COc1ccc(-c2cc3nc(C)cc(NCCO)n3n2)cc1
→ 7 | i
46. O=C(NCc1ccc(Cl)cc1)C1CCN(S(=O)(=O)c2cc([N+](=O)[O-])ccc2Cl)CC1
→ -4 | i
47. O=C(CCNC(=O)c1ccc(Cl)cc1)NC1CCCc2ccccc21 (stereo not given)
→ -14 | .
48. CCCN(CCC)CCCNC(=S)Nc1ccc2nc(N3CCN(C)CC3)cc(C)c2c1
→ -3 | i
49. COc1ccccc1NS(=O)(=O)c1cccc(C(=O)OCC(=O)Nc2cc(C)on2)c1
→ -26 | i
50. Cc1ccc(S(=O)(=O)N=C2SCCCS2)cc1
→ -14 | i
51. COc1ccc(Cl)cc1NC(=O)Cn1c(C)csc1=O
→ -10 | .
52. CCOc1ccc(OCCNCc2ccc(OC(C)C(=O)N(C)C)c(OCC)c2)cc1 (stereo not given)
→ -17 | i
53. CC[C@@H](C)[C@H](NC(=O)Cc1c(C)c2c(cc(C)c3c(C)c(C)oc32)oc1=O)C(=O)O
→ . | i
54. CCOc1cc(C2NC(=O)NC(C)=C2C(=O)NCc2ccccc2)c(Cl)cc1O (stereo not given)
→ -9 | i
55. COc1cc2c(cc1OC)C(c1cccc([N+](=O)[O-])c1)NC(=O)C2 (stereo not given)
→ -15 | i
56. Cc1nc(NC(=O)c2oc3ccccc3c2C)sc1C(=O)N(C)C
→ 12 | i
57. COc1ccc(/C=N/NS(=O)(=O)c2ccccc2)cc1OC
→ -22 | i
58. COc1cc(OC)nc(NC(=O)CN2CCN(c3ccc(F)cc3)CC2)n1
→ -13 | i
59. CC(=O)c1sc(NCc2ccccc2)nc1C
→ -21 | i
60. Cc1nc(CSc2nnc(N)s2)cs1
→ -11 | i

Record cards, from the list above. Order of screens: OX1R antag	CHT allo act
`CC[C@@H](C)[C@H](NC(=O)Cc1c(C)c2c(cc(C)c3c(C)c(C)oc32)oc1=O)C(=O)O` in the list: .	i
`COc1cc2c(cc1OC)C(c1cccc([N+](=O)[O-])c1)NC(=O)C2` (stereo not given) in the list: -15	i
`O=C(CCNC(=O)c1ccc(Cl)cc1)NC1CCCc2ccccc21` (stereo not given) in the list: -14	.
`O=C(NCc1ccc(Cl)cc1)C1CCN(S(=O)(=O)c2cc([N+](=O)[O-])ccc2Cl)CC1` in the list: -4	i
`COc1cc(OC)nc(NC(=O)CN2CCN(c3ccc(F)cc3)CC2)n1` in the list: -13	i

The main list resumes with the 2 entries that preceded the break.
Order of results: OX1R antag | CHT allo act
59. CC(=O)c1sc(NCc2ccccc2)nc1C
→ -21 | i
60. Cc1nc(CSc2nnc(N)s2)cs1
→ -11 | i
61. O=C(O)C1CCCN(S(=O)(=O)c2ccccc2)C1 (stereo not given)
→ 16 | i
62. Nc1nonc1-n1nnc(C(=O)N/N=C/c2cccc(Cl)c2)c1-c1ccc2c(c1)OCO2
→ 10 | i
63. Cc1ccc2c(CN(C)Cc3ccccc3)cc(=O)oc2c1C
→ -14 | i
64. Cc1ccnc(NC(=O)c2ccoc2C)c1
→ -10 | i
65. CC(=O)CCn1c(=O)n(CCC(C)=O)c(=O)n(CCC(C)=O)c1=O
→ 13 | i
66. Cc1ccccc1OCC(=O)N/N=C/c1ccc2c(c1)OCCO2
→ -12 | i
67. Cn1cc(CN2CCC(C(=O)N3CCCCC3)CC2)c(-c2ccccc2F)n1
→ -17 | i
68. COc1ccc(/C=N/NC(=O)CCc2c(C)n[nH]c2C)cc1OC
→ 3 | i
69. O=C(Nc1ccc(F)cc1)C1CCN(S(=O)(=O)c2cccc3nonc23)CC1
→ 0 | i
70. CCCCCOc1ccc(NC(=O)CSc2cccc3cccnc23)cc1
→ -9 | i
71. C(=N\N(c1ccccc1)c1ccccc1)/c1ccccn1
→ -40 | i
72. COc1ccccc1N(CC(O)COc1ccccc1)S(=O)(=O)c1ccccc1 (stereo not given)
→ 14 | i
73. O=C(Nc1cccc(-c2cccc(F)c2)c1)C1CCN(CC2CCOC2)CC1 (stereo not given)
→ -18 | i
74. N#Cc1ccccc1N1CCN(C(=O)c2ccc(NC(=O)c3ccc(Br)o3)cc2)CC1
→ -27 | i
75. Cc1ccc(C(=O)N/N=C/C2=Cc3ccccc3OC2C)cc1 (stereo not given)
→ -19 | i
76. COc1ccc(NC(=O)N(C)C[C@H]2Oc3ccc(NC(=O)Nc4c(C)noc4C)cc3C(=O)N([C@H](C)CO)C[C@H]2C)cc1
→ -4 | .
77. O=C(COc1ccc(F)cc1)Nc1nnc(S(=O)(=O)N2CCCC2)s1
→ -8 | i
78. Cc1ccc(/C=N/NC(=O)CCCOc2ccc(Cl)cc2Cl)cc1
→ -55 | i
79. O=Cc1c(Nc2cccc(C(F)(F)F)c2)nc2ccccn2c1=O
→ -18 | i
80. CCOC(=O)CNC(=O)CSc1nc(NCc2ccccc2)nc(N(C)C)n1
→ -11 | i

Down the list, quoted from above:
OX1R antag for nos. 66–72 → -12, -17, 3, 0, -9, -40, 14

A few values from the results shown:
Value for no. 74 under OX1R antag: -27
Value for no. 61 under OX1R antag: 16
Value for no. 70 under OX1R antag: -9
Value for no. 67 under OX1R antag: -17
Value for no. 75 under OX1R antag: -19

Continuation.
Order of results: OX1R antag | CHT allo act
81. COc1ccc(C)cc1NC(=O)CO/N=C(\N)CC(=O)NC1CCCCC1
→ -15 | .
82. Cc1ccc(NS(=O)(=O)c2cc(C(=O)N3CCN(C)CC3)ccc2C)cc1
→ -10 | i
83. COc1ccc(NC(=O)c2c(NC(=O)CNCc3ccco3)sc3c2CCC3)c(OC)c1
→ -21 | i
84. COCc1cc(C)n(CC(=O)Nc2ccccc2OC)c(=O)c1C#N
→ -23 | i
85. COCCNC(=O)C(c1ccc(F)cc1)N(Cc1ccco1)C(=O)CCC(=O)Nc1ccccn1 (stereo not given)
→ -11 | i
86. CCN1CCN(S(=O)(=O)CC2(C)C3CCC2(C)C(=O)C3Br)CC1 (stereo not given)
→ -3 | i
87. Cc1ccccc1NS(=O)(=O)c1cc(C(=O)Nc2cccnc2)ccc1C
→ -11 | i
88. O=C(NC(=S)Nc1ccccc1Cl)c1csnn1
→ -18 | i
89. CC/C(=N\O)c1ccc(O)c(OC)c1
→ -3 | i
90. COc1ccc(C(=O)NCc2nnc(SCC(=O)Nc3nc4ccccc4s3)o2)cc1
→ -27 | i
91. Cc1ccc(S(=O)(=O)N2CCN(CCNC(=O)C(=O)NCc3ccccc3)CC2)cc1
→ -20 | i
92. O=C(NCCCn1ccnc1)c1nn2c(C(F)(F)F)cc(-c3ccc(Br)cc3)nc2c1Cl
→ -30 | i
93. O=C(/C=C/c1cccs1)NNC(=O)c1cccc([N+](=O)[O-])c1
→ -5 | .
94. CCCCc1c(O)nc(SCC(=O)N2CCCCC2)[nH]c1=O
→ -14 | i
95. O=C(Nc1nnc(CSCc2ccc(F)cc2)s1)c1ccc([N+](=O)[O-])cc1
→ 0 | i
96. O=C(Cc1sc(-c2ccccc2Cl)nc1-c1ccccc1)Nc1ccc(F)cc1
→ -22 | i
97. Cc1ccc(OCC(=O)Nc2ccc(-c3nnc(-c4ccco4)o3)cc2)cc1
→ -28 | i
98. CN(C)C(CNC(=O)c1ccc(C(=O)c2ccccc2)cc1)c1ccccc1 (stereo not given)
→ -33 | i
99. O=C(NCC1CCCO1)NC12CC3CC(CC(C3)C1)C2 (stereo not given)
→ -20 | i
100. CCOC(=O)CSC1=C(C#N)C(c2sccc2C)C(C(C)=O)=C(C)N1 (stereo not given)
→ -18 | i
101. CCc1c(C)nc(N2CCOCC2)[nH]c1=O
→ -6 | i
102. Cc1ncoc1C(=O)N1CCc2c([nH]c3ccccc23)C1C(C)(C)C (stereo not given)
→ -13 | i
103. Cn1c(N)c(N2CCCCC2)c(=O)n(CC(=O)Nc2ccc(Cl)c(Cl)c2)c1=O
→ -22 | i
104. CC(=O)NC(=S)Nc1cccc2ccc(C)nc12
→ -18 | i
105. CCCCn1c(=O)[nH]c(=O)c2c1nc(-c1ccccc1F)n2Cc1ccccc1OC
→ -15 | i
106. O=C1NNC(c2ccccc2)=N/C1=C\c1ccc(Cl)cc1
→ -16 | i
107. c1ccc(-c2nnc(-c3ccccc3)nn2)cc1
→ -2 | i
108. Cc1ccc(/C=C2\SC(=S)N(CCC(=O)N3CCCCC3)C2=O)cc1
→ -17 | i
109. COc1cc2c(cc1OC)CN(C1CCC(C)CC1)CC2 (stereo not given)
→ -17 | i
110. Clc1ccc(N=C2SCC3CCCCN23)cc1 (stereo not given)
→ -44 | i
111. CCOC(=O)N1CCN(C(=O)c2ccc(Cn3c(=S)[nH]c4ccc(Br)cc4c3=O)cc2)CC1
→ -4 | i
112. O=C(/C=C/c1ccc2c(c1)OCO2)Nc1nc(-c2ccccc2)cs1
→ 4 | i
113. COc1ccc(-n2sc3ccc(F)cc3c2=O)cc1
→ 42 | .
114. CCO[C@@H]1OC(C(=O)NCc2nc3ccccc3[nH]2)=C[C@H](C)[C@H]1CCCO
→ -17 | i
